NadD block – inhibitors of Staphylococcus aureus NadD. purified NadD enzyme, colorimetric absorbance read-out. inhibition, % at 20 µM. 0.78% of 360,000 active. AID 602399; in the data active = inhibition above about 26%; note: some compounds past the cut are filed as inactive
Scp1 inh – Scp-1 (human) phosphatase inhibition; 0.88% of 340,000 active; inhibition, % at 20 µM; Recombinant Scp1, phosphopeptide, malachite green phosphate absorbance; AID 493091;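 active = inhibition above about 50% at 20 µM, limit read from the data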;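 note: plate controls were DMSO wells with enzyme for no effect and wells lacking enzyme for full effect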
Target sequence (Q9GZU7 76-261 limits assumed): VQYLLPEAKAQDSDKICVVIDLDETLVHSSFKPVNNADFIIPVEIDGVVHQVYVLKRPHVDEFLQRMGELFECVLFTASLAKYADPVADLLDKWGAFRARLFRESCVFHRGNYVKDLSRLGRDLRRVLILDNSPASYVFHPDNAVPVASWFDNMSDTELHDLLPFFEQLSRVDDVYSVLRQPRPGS
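Material: truncated SCP-1 phosphatase (76-261aa) / Buffer or medium: 50 mM Tris acetate pH 5.5, 0.005% Tween-20, 10 mM MgCl2 / Compound dosing: one concentration, 20 µM, with 1.0% DMSO / Incubation: 45 min room-temperature reaction, 5 min colour, 30 min stabiliser / Detection: colorimetric free-phosphate detection, absorbance 630 nm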
Rpn11 inh – Rpn11 (human) deubiquitinase inhibition. human 26S proteasome, Ub4-pepOG fluorescence polarization; 20S core pre-blocked with epoxomicin. calls only at 20 µM. 0.59% of 360,000 active. AID 588493;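 active = inhibition at 20 µM, scaled to each plate's controls, above about 33%, limit read from the data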
Target sequence (O00487 whole entry, looked up): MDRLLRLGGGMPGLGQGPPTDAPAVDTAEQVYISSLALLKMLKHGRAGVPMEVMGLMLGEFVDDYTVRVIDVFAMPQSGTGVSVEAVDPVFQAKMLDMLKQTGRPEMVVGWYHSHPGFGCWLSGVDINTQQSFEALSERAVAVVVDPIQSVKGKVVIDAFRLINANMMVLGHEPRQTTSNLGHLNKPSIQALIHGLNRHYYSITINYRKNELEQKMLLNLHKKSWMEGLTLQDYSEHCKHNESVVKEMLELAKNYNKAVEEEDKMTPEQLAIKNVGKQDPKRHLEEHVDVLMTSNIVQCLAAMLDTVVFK
MT1-MMP act inh – MT1-MMP (human) activation inhibition; P50281; HT1080 RFP-PRO-GFP cells, GFP/RFP ratio fluorescence, overnight; percent of plate control window, DMSO zero; AID 651647; 0.061% of 360,000 active; GFP/RFP ratio change, % at 20 µM;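 active = GFP/RFP ratio change of at least 30% with cell ATP level not reduced by more than half and red fluorescence within 50% of control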; note: strong numbers were not always called active
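Material: RFP-PRO-GFP reporter HT1080 cells. Dosing: single-point 20 µM compound, 1% DMSO. Controls: DMSO and RFP-L50D-GFP cell wells. Timing: cells overnight before dosing, compound overnight, 37 °C, 5% CO2. Measure: GFP/RFP fluorescence ratio.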
STEP block – blocks human striatal-enriched tyrosine phosphatase; AID 588621; recombinant STEP, OMFP fluorogenic substrate, fluorescence; 0.25% of 360,000 active; inhibition, % at 20 µM;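 active = inhibition at 20 µM, scaled per plate between control wells, above about 37%, limit read from the data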;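 note: 0% = DMSO with enzyme and substrate and 100% = substrate only without enzyme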
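Material: STEP (striatal-enriched tyrosine phosphatase) enzyme, cell-free; Compound dosing: 20 µM single dose in 1% DMSO; Technique: fluorescence read at 480 nm ex / 540 nm em; Times: reaction 20 min, ambient temperature; Medium: 50 mM Bis-Tris pH 6.0 with 2.5 mM DTT and 0.005% Tween 20; Also added: OMFP at 25 µM.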
LMPTP inh – LMPTP (human) inhibition; P24666; recombinant LMPTP-A, OMFP fluorogenic substrate, fluorescence intensity; inhibition, % at 20 µM; 0.22% of 360,000 active; AID 651560;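 active = compounds that cut the enzyme signal by at least half of the control window in the single-dose screen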;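 note: plate controls were DMSO wells with enzyme plus substrate for no effect and substrate without enzyme for full effect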
Target sequence (P24666 whole entry, looked up): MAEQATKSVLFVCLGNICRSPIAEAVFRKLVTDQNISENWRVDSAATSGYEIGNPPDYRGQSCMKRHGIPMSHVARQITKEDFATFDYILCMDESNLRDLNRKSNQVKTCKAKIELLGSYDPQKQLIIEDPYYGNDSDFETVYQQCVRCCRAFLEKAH
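Test system: LMPTP-A, protein tyrosine phosphatase of low molecular weight; Input: 0.625 nM enzyme; Incubation: 50 min dark incubation at room temperature; Signal: endpoint fluorescence intensity from OMFP dephosphorylation; Read-out basis: % inhibition versus control wells.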
SKN-1 inh – C. elegans SKN-1 inhibition; C. elegans VP596 Pgst-4::GFP/RFP ratio, acrylamide-induced, 24 h; inhibition, % at 21.8 µM; 0.49% of 360,000 active; AID 624304;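 active = interference check ratio from 0.5 to 1.5 plus GFP to RFP signal ratio inhibition reaching or exceeding a fixed threshold, cut at about 30% in these data, passing the limit was not always enough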; note: some compounds called inactive have numbers as strong as hits
SUMO1 PPI mod – modulators of human SUMO1-mediated protein-protein interactions; inhibition, % at 20 µM; P63165; SUMO1 binding to a labelled peptide, TR-FRET, 1 h; 0.33% of 360,000 active; in the data active = inhibition above about 37%
Target sequence (P63165 whole entry, looked up): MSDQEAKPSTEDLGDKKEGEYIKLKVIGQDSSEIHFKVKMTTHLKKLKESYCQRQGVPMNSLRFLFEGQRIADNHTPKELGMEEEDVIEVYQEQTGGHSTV
CendR NRP1 mod – alters CendR peptide binding to human NRP-1; inhibition, % at 25 µM; O14786; 0.85% of 360,000 active; FAM-RPARPAR peptide binding to NRP-1, fluorescence polarization;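 active = inhibition or corrected inhibition above about 18%, plus a signal ratio from 0.5 to 1.5, limit read from the data, passing the limit was not always enough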; note: strong numbers were not always called active
DNMT1 inh – inhibitors of human DNMT1. P26358. DNMT1 molecular beacon, Hinp1I cleavage, fluorescence. inhibition (reported as % activation of signal), % at 10 µM. 0.83% of 360,000 active. AID 588458; in the data active = inhibition above about 50%
Starred values were filed as active, the others as inactive; i = inactive; x = no result given.

SMILES	NadD block	Scp1 inh	Rpn11 inh	MT1-MMP act inh	STEP block	LMPTP inh	SKN-1 inh	SUMO1 PPI mod	CendR NRP1 mod	DNMT1 inh
CCc1ccccc1N(CC(=O)NCC1CCCO1)C(=O)CCC(=O)Nc1cc(C)on1 (configuration not stated)	-4	0	i	4	-1	-2.3	9	2	-1	-1
Cc1cccc(N(C(=O)C(F)(F)F)C(C(=O)NC2CCCCC2)c2cccs2)c1 (configuration not stated)	1	-8	i	1	-2	0.2	10	-1	-14	4
CCOC(=O)c1c(NC(=O)Cc2cccs2)sc(C(=O)NC2CCCCC2)c1C	-1	0	i	-3	-15	-0.9	-23	0	-7	18
CCO[C@@H]1OC(C(=O)NCc2ccccc2)=C[C@H](c2ccc(C(F)(F)F)cc2)[C@H]1CCCO	-9	-5	i	-13	-1	2.2	-3	-2	-1	3
O=C(CSc1ccccn1)Nc1ccccc1F	0	-6	i	12	6	-0.8	4	3	8	4
CCOC(=O)C1CCN(C(=O)c2cc3c(OC)c(OC)c(OC)cc3[nH]2)CC1	3	10	i	5	0	0.3	-3	-6	21	1
CNC(=O)c1nc(C)n(-c2ccc([N+](=O)[O-])cc2)n1	1	4	i	-1	2	1.1	-5	-24	0	1
COC(=O)C(C)Sc1ccc2nnc(-c3ccc(F)cc3)n2n1 (configuration not stated)	0	-8	i	-8	-2	-2.3	-3	-2	-8	2
CCOC(=O)c1cnn(-c2nc(-c3ccccc3F)cs2)c1C(F)(F)F	9	-14	i	-7	1	2.8	3	8	2	-2
O=C(COc1ccc(S(=O)(=O)N2CCCC2)cc1)NCc1ccco1	-1	26	i	0	3	0.3	19	2	-1	18
O=C(CCN1C(=O)COc2ccccc21)N1CCN(c2ccccn2)CC1	-1	-5	i	4	-2	-0.7	-1	1	-5	-1
O=C(NC1CCCCC1)C(Cc1ccccc1)N1C(=O)C2C3CCC(C3)C2C1=O (configuration not stated)	-6	7	i	6	-1	0.1	-1	8	1	2
O=C(NCc1ccoc1)c1ccc(NC(=O)c2ccccc2Cl)cc1	-3	3	i	0	1	-1.4	6	-5	-5	-8
COc1cccc(NC(=O)C(=S)NC2CCCCC2)c1	-6	-5	i	2	0	0.5	4	-5	-3	2
Nn1c(SCC(=O)NC(=O)Nc2ccc3c(c2)OCCO3)nnc1C1CC1	-2	-4	i	-1	0	0.1	10	3	15	0
COc1cc2c(cc1OC)C(COc1cccc(C(F)(F)F)c1)NCC2 (configuration not stated)	3	-1	i	-3	-1	0.3	12	0	12	-2
CCOC(=O)c1[nH]c2ccc(F)cc2c1NC(=O)CCN1CCSCC1	-4	-2	i	3	0	-0.4	10	-3	18	-2
CCCCc1c(O)nc(SCC(=O)c2ccccc2)[nH]c1=O	-3	-6	i	6	-7	-1.4	-14	2	-15	24
CCCCNC(=O)C1CCC(=O)N1CCc1ccccc1 (configuration not stated)	-5	-9	i	2	-3	-1.1	-6	3	-1	1
Cc1cccc(-n2c(N)cc(=O)nc2SCC(=O)NC2CCCCC2)c1	0	-3	i	-2	0	-0.3	4	1	2	-1
Cc1ccccc1OCc1nc2ccccc2c(=O)n1/N=C/c1ccco1	0	-3	i	8	4	2.5	5	-2	7	-4
CC(C)(C)c1cc[n+](C2=C([O-])c3ccccc3C(=O)/C2=N\S(=O)(=O)c2ccccc2)cc1	0	-4	i	-13	-2	-0.6	0	-24	10	0
O=C(NCCCN1CCCC1=O)c1ccc2c(c1)OCO2	-10	-3	i	3	-1	-0.3	-13	0	2	0
O=C(N/N=C/c1ccccc1[N+](=O)[O-])c1ccc(COc2ccccc2-c2ccccc2)cc1	17	-7	i	-13	4	3.5	-1	0	-4	-7
CC(=O)Nc1ccc(NC(=S)NC(=O)/C=C/c2ccco2)cc1	3	6	i	-4	0	0.8	2	5	-40	2
Nc1ccn(C2OC(CO)C(O)C2O)c(=O)n1 (configuration not stated)	-1	x	i	-14	-2	-0.5	7	3	11	0
O=C1c2ccccc2C(=O)N1CCCc1nc2ccccc2c(=O)n1CCCn1ccnc1	4	-3	i	-4	0	2.1	-33	-3	1	9
CCc1ccc(CNCc2ccc(OCC(O)CN(C)Cc3ccccc3)cc2)nc1 (configuration not stated)	-10	-4	i	8	0	10.0	13	-7	2	-1
O=C(c1cc(COc2c(F)cccc2F)on1)N1CCC(c2ccncc2)CC1	-3	-5	i	-9	1	0.0	-7	4	-7	4
C=CCN1C(=O)/C(=c2\sc3nc(=O)c(Cc4ccc(OC)c(OC)c4)nn3c2=O)c2ccccc21	0	-10	i	5	22	4.3	7	1	-12	15

Seven entries picked at random from those above:
SMILES	NadD block	Scp1 inh	Rpn11 inh	MT1-MMP act inh	STEP block	LMPTP inh	SKN-1 inh	SUMO1 PPI mod	CendR NRP1 mod	DNMT1 inh
C=CCN1C(=O)/C(=c2\sc3nc(=O)c(Cc4ccc(OC)c(OC)c4)nn3c2=O)c2ccccc21	0	-10	i	5	22	4.3	7	1	-12	15
Cc1cccc(-n2c(N)cc(=O)nc2SCC(=O)NC2CCCCC2)c1	0	-3	i	-2	0	-0.3	4	1	2	-1
CCCCNC(=O)C1CCC(=O)N1CCc1ccccc1 (configuration not stated)	-5	-9	i	2	-3	-1.1	-6	3	-1	1
CC(=O)Nc1ccc(NC(=S)NC(=O)/C=C/c2ccco2)cc1	3	6	i	-4	0	0.8	2	5	-40	2
Nc1ccn(C2OC(CO)C(O)C2O)c(=O)n1 (configuration not stated)	-1	x	i	-14	-2	-0.5	7	3	11	0
O=C(c1cc(COc2c(F)cccc2F)on1)N1CCC(c2ccncc2)CC1	-3	-5	i	-9	1	0.0	-7	4	-7	4
O=C(N/N=C/c1ccccc1[N+](=O)[O-])c1ccc(COc2ccccc2-c2ccccc2)cc1	17	-7	i	-13	4	3.5	-1	0	-4	-7

(list continues)
SMILES	NadD block	Scp1 inh	Rpn11 inh	MT1-MMP act inh	STEP block	LMPTP inh	SKN-1 inh	SUMO1 PPI mod	CendR NRP1 mod	DNMT1 inh
Cc1ccn2c(=O)nc(SCC(=O)NCc3ccccc3)nc2c1	1	87*	i	-1	-1	16	11	10	-27	3
Cc1ccc(NC(=O)c2cccc(NC3=NC4CS(=O)(=O)CC4S3)c2)cc1C (configuration not stated)	-1	-17	i	1	0	-0.7	-18	6	-3	1
Cc1[nH]c2ccccc2c1SCC(=O)N1CCC(C)CC1	-2	-11	i	-2	-2	-0.4	4	5	5	-2
C/C(CCc1ccco1)=N\NC(=O)CNc1c(Br)cc(Br)cc1Br	-2	-8	i	0	2	1.3	-13	16	4	9
C[n+]1ccccc1/C=C/c1ccc([N+](=O)[O-])cc1	9	-2	i	-3	-1	0.7	-4	-46	2	-1
O=C(CCCN1C(=O)NC2(CCCC2)C1=O)N1CCN(S(=O)(=O)c2ccccc2)CC1	7	-26	i	-1	-1	-0.5	15	-1	3	4
CCn1c(Cc2ccccc2)nnc1SCC(=O)Nc1ccccc1	2	-3	i	-5	-1	0.1	-3	-1	1	5
CCCCn1c(N)c(N(CCOC)C(=O)c2cc3ccccc3cc2OC)c(=O)[nH]c1=O	3	-3	i	0	2	-0.7	0	0	0	1
CCOC(=O)COc1c(OC)cc(Cl)cc1C1Nc2ccccc2C(=O)N1c1ccc(F)cc1 (configuration not stated)	-5	-10	i	-1	5	2.2	9	3	3	-5
Cc1ccccc1OCc1nnc2n1CC(C)S2 (configuration not stated)	-3	-15	i	6	2	0.7	-23	6	2	-2
COc1ccc(/C=N/O)cc1COc1ccc(NC(C)=O)cc1	3	-12	i	7	1	0.2	-21	-3	-22	-7
CC/S(C)=N/S(=O)(=O)c1ccc(C)cc1 (configuration not stated)	2	-6	i	-7	-5	-2.2	4	1	-26	1
COc1cc(S(=O)(=O)N2CCN(Cc3ccc4c(c3)OCO4)CC2)c(C)cc1C	3	0	i	-2	1	1.5	-9	3	-3	-2
CCCOc1ccc(C2C(=O)N(C3CCCCC3)CC(=O)N2C2CC2)cc1OC (configuration not stated)	-3	0	i	2	0	-1.1	11	-1	-1	1
O=C(Nc1cccc(S(=O)(=O)C(F)F)c1)c1ccc(S(=O)(=O)N2CCCCC2)cc1	-1	-5	i	0	0	-1.1	3	-8	-1	-1
CC1(C)SC(=S)N(NC(=O)Nc2cccc3ccccc23)C1N(O)C(=O)Nc1ccccc1 (configuration not stated)	4	-13	i	-2	-2	1.3	1	0	4	-3
O=C(NNC(=S)NC(=O)c1ccccc1[N+](=O)[O-])c1ccccc1[N+](=O)[O-]	6	0	i	6	1	-0.9	6	-21	2	-4
O=C(CN1C(=O)COc2ccccc21)N1CCCC1	-6	-3	i	1	-2	-1.4	12	7	6	-2
O=C(N/N=C/c1cc(Br)ccc1O)c1ccncc1	-9	-17	i	-3	-3	-0.3	4	-4	-30	0
CCn1cc(-c2cc(C(=O)O)c3ccccc3n2)cn1	4	-1	i	-1	-2	1.0	10	-4	25	8
O=C(Nc1ccn(CCOC(=O)c2ccccc2)c(=O)n1)c1ccccc1	0	x	i	2	-3	-0.1	5	-4	9	-2

An unsorted share of the library; 3.9% or so of the library scored in one or more.
